Bioassay records: PubChem BioAssay, several laboratories
GPR55 antagonists – GPR55 antagonists blocking LPI-driven arrestin recruitment, primary screen, imaging, U2OS, beta-arrestin-GFP, LPI agonist (AID 2013) | 290,000 tested, 0.13% active | one-dose inhibition, % at 10 µM; IC50 in µM for titrated hits | U2OS GPR55 beta-arrestin-GFP translocation imaging, LPI antagonism; higher % means a stronger effect;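 active means spots per cell inhibited over 60%, with over 100 cells counted and total cytoplasm intensity under 500,000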;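 further: U2OS cells stably carrying GPR55 and arrestin-GFP stimulated by 5 µM LPI near EC80; imaged beta-arrestin-GFP aggregate spots per cell after agonist stimulation; plate controls were LPI-stimulated DMSO wells for no effect and DMSO wells without LPI for full effect; some results filed as inactive read as strong as hits; confirmed hits need IC50 under 10 µM and bright autofluorescent wells are also inconclusive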
KOR beta-arrestin-1 – kappa opioid receptor blockers – cell-based, luminescence, uHTS (AID 1778); KOR beta-arrestin recruitment, luminescence, antagonist mode; higher % means a stronger effect; inhibition, % at 10 µM, or IC50 in µM where a hit was titrated; 290,000 tested, 0.091% active; in the data active means inhibition above about 50%; further: strong numbers were not always called active
GPR35 antagonists – inhibition of zaprinast-stimulated GPR35 beta-arrestin translocation – imaging, U2OS, beta-arrestin-GFP, zaprinast agonist, primary screen (AID 2058). 290,000 tested, 0.052% active. inhibition, % at 10 µM; hits with a dose series show IC50 in µM. U2OS GPR35 beta-arrestin-GFP translocation imaging, zaprinast antagonism; higher % means a stronger effect;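 active means inhibition of at least 50% with at least 30 cells and total cytoplasm GFP at most 10,000,000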
KOR beta-arrestin-2 – KOR agonists, beta-arrestin recruitment, primary screen, cell-based, luminescence, uHTS (AID 1777); KOR beta-arrestin recruitment, luminescence; higher % means a stronger effect; activation, % at 10 µM; hits with a dose series show EC50 in µM; 280,000 tested, 0.02% active; in the data active means activation above about 50%, passing the limit was not always enough; further: a part of the inactive calls stands beside numbers as strong as those of hits
GPR55 activation – GPR55 agonists via beta-arrestin recruitment, primary screen, imaging, U2OS cells, beta-arrestin-GFP redistribution (AID 1961). 290,000 tested, 0.048% active. U2OS GPR55 beta-arrestin-GFP redistribution imaging; higher % means a stronger effect. activation, % at 10 µM; hits with a dose series show EC50 in µM;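 active means activation above 40% with more than 50 cells counted in the well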;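 further: U2OS osteosarcoma cells stably expressing GPR55 and beta-arrestin-GFP; plate controls were DMSO negative control for no effect and LPI positive control for full effect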
NOD1 inhibition – inhibition of NOD1-driven NF-kB reporter – cell-based, luminescence, uHTS, primary screen (AID 1578); NOD1-driven NF-kB luciferase reporter cells, luminescence; higher % means a stronger effect; inhibition, % at 4 µM; hits with a dose series show EC50 in µM; 290,000 tested, 1% active; in the data active means inhibition mostly above about 36%, no sharp cut-off; inactive means mostly below about 34%;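 further: HEK-293T reporter cells stimulated with the NOD1 agonist gamma-tri-DAP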
Dengue-2 NS5 capping – flavivirus cap methylation enzyme inhibition – biochemical, confirmation dose response, primary screen (AID 588689) | Dengue-2 NS5 methyltransferase capping enzyme assay, biochemical; higher % means a stronger effect | one-dose inhibition, % at 25 µM; IC50 in µM for titrated hits | 340,000 tested, 0.3% active; in the data active means a potency from the dose series
West Nile virus CPE – inhibition of WNV-induced cytopathic effect – cell-based, CPE readout (AID 1621) | West Nile virus-infected cells, CPE inhibition; higher % means a stronger effect | one-dose CPE inhibition, % at 10 µM; IC50 in µM for titrated hits | 290,000 tested, 0.02% active; in the data active means a potency from the dose series; further: strong numbers were not always called active
HIV fusion peptide – inhibitors of HIV fusion peptide binding, primary screen, biochemical, uHTS, fluorescence dequenching (AID 1986). cell-free peptide binding, fluorescence dequenching, 30 min; higher % means a stronger effect. 290,000 tested, 0.3% active. one-dose inhibition, % at 20 µM; IC50 in µM for titrated hits; in the data active means inhibition mostly above about 52%, no sharp cut-off; inactive means mostly below about 76%; further: some results filed as inactive read as strong as hits
Dengue-2 NS5 capping pilot replicate – also measured in Dengue-2 NS5 capping; calls as there; inhibition, %; measured here: pilot screen replicate inhibition
An asterisk follows results filed as active; . = not tested or not shown; [ ] = another dose, or the depositor's remark. These rows are one share of the data. The share of hits here may be higher or lower than overall.

SMILES	GPR55 antagonists	KOR beta-arrestin-1	GPR35 antagonists	KOR beta-arrestin-2	GPR55 activation	NOD1 inhibition	Dengue-2 NS5 capping	West Nile virus CPE	HIV fusion peptide	others
CCCOC(=O)C1C2C=CC(C2)C1C(=O)OCC(=O)c1ccccc1 (stereo unspecified)	2%	-13%	-1%	3.6%	0.0%	1%	-8%	-0.8%	-1.2%
CCc1ccc(NC(=O)C(=O)NCCN2CCN(Cc3ccc([N+](=O)[O-])cc3)CC2)cc1	10%	-8%	-2%	8.8%	-0.1%	12%	-6%	14%	1.9%
CCOc1ncnc2c1sc1nc(C)cc(C)c12	5%	37%	2%	1.9%	-0.2%	-10%	-8%	0.1%	-0.8%
COc1ccc(S(=O)(=O)N2CCN(CC(=O)c3ccc(O)c(O)c3)CC2)cc1	-6%	-15%	-5%	3.1%	0.0%	-11%	8%	-0.9%	18%
Cc1ccccc1COC(=O)CCCC1=NS(=O)(=O)c2ccccc2N1	11%	1%	8%	-4.5%	-0.1%	15%	0%	0.7%	0.0%
CCCOc1ccc(N2C(=O)CC(N(CCc3ccc(OC)c(OC)c3)C(=O)c3ccccc3)C2=O)cc1 (stereo unspecified)	-8%	6%	-9%	1.3%	0.0%	0%	-3%	-0.6%	-1.9%
COC(=O)c1sc(-c2ccccc2)cc1NC(=O)c1ccc(OC)cc1	-4%	6%	9%	-0.7%	0.5%	3%	4%	0.0%	-3.2%
CSc1ccccc1NC(=O)CN1CCCCC1	8%	-6%	-8%	-2.2%	0.1%	-18%	-4%	.	0.6%
CNS(=O)(=O)c1cccc2nsnc12	4%	-1%	-6%	-1.9%	-0.5%	-29%	3%	-0.5%	-3.0%
O=C(C1CCCCC1)N1CCN(c2ccccc2F)CC1	-22%	20%	1%	0.6%	0.0%	-26%	-9%	-0.2%	0.4%
O=C(O)C1C2CCCCC2=C2CCCCC2C1C(=O)c1ccccc1 (stereo unspecified)	8%	2%	8%	4.0%	-0.2%	-7%	-6%	0.2%	0.5%
CCOc1cccc(C(=O)N2CCCN(C)CC2)c1	-9%	-10%	20%	-2.2%	-0.2%	-23%	.	-0.3%	-0.3%
COc1ccc(CNc2oc(Cc3cccc4ccccc34)nc2C#N)cc1	77%	-26%	-14%	0.9%	0.3%	-16%	-5%	-0.7%	-1.5%
COCC(=O)N(c1ccc(C(C)C)cc1)C1C=CS(=O)(=O)C1 (stereo unspecified)	7%	23%	-14%	-1.6%	-0.2%	-16%	-3%	1.0%	3.4%
COc1ccc2c(=O)c3c(=O)n(Cc4ccco4)c(C(C)C)nc3oc2c1	0%	3%	-1%	3.9%	-0.3%	-16%	-8%	0.0%	2.0%
CCn1cc(C(=O)N2CCCC2)c(=O)c2cc(S(=O)(=O)N3CCOCC3)ccc21	6%	-2%	3%	-1.9%	0.2%	-18%	-5%	0.4%	-0.4%
CCOCCCN(C(=O)CNC(=O)c1ccco1)C(C(=O)NC1CCCC1)c1ccccc1C (stereo unspecified)	0%	-9%	5%	0.0%	-0.1%	-23%	2%	-0.8%	-1.7%
COc1ccc(NC(=O)CCCCCN2C(=O)CCC2=O)cc1Cl	-1%	4%	7%	-1.5%	0.5%	-8%	4%	0.0%	3.5%
COC(=O)C1=C(C)NC(=O)/C1=C\c1ccc2c(c1)OCO2	6%	0%	11%	-1.9%	0.3%	-9%	-7%	-0.1%	-1.1%
Cc1cc(Br)ccc1OCC(=O)NNC(=O)CCc1ccccc1	6%	5%	-7%	-0.6%	0.3%	-2%	9%	-0.5%	0.9%
Cc1ccc(N(CC(=O)NCC2CCCO2)C(=O)CCC(=O)Nc2cc(C)on2)cc1 (stereo unspecified)	2%	-56%	-5%	4.5%	-0.2%	-30%	-7%	-0.3%	0.7%
COc1cc(Cl)c(C)cc1NC(=O)CCCN1C(=O)CCC1=O	10%	-30%	-10%	-3.7%	0.3%	4%	3%	-0.1%	-2.0%
CCOC(=O)C1=C(O)/C(=C/c2ccc(-c3ccccc3C(=O)O)o2)SC1=Nc1ccc(OC)cc1	14%	21%	-8%	4.7%	-0.1%	-5%	-18%	0.0%	52%*
CC(C)=N/N=C1/NC(=O)C(CC(=O)Nc2cc(Cl)ccc2C)S1 (stereo unspecified)	5%	29%	.	-3.5%	-0.3%	-24%	-12%	-0.3%	-0.1%
COc1cc(NC(=O)COC(=O)CNC(=O)c2cc(C)cc(C)c2)c(C)cc1[N+](=O)[O-]	-12%	6%	-2%	4.7%	-0.2%	-21%	-2%	-0.1%	-1.8%
Cc1cc(OCC(=O)Nc2ccc(S(=O)(=O)N3CCN(C)CC3)cc2)cc(C)c1Cl	5%	7.4µM*	-8%	1.9%	0.2%	-18%	-6%	-0.1%	-3.1%
O=C(Cn1cnc2c(cnn2-c2ccccc2)c1=O)OCc1ccccc1	-6%	-26%	12%	26%	-0.3%	-32%	-6%	-0.3%	-0.9%
CS(=O)(=O)ON=C1CCN(S(=O)(=O)c2ccccc2)CC1	2%	-4%	-9%	-0.7%	0.2%	-15%	7%	0.3%	0.2%
COc1ccc2[nH]c(C(=O)NCCCN3CCCC3=O)c(C)c2c1	10%	-38%	14%	2.7%	-0.1%	14%	-6%	0.5%	3.5%
CCOC(=O)c1sc(NC(=O)c2ccco2)c(C#N)c1C	6%	13%	-6%	1.5%	-0.1%	-38%	-3%	-0.4%	8.2%

Retrieved by structure from the list above (3):
SMILES	GPR55 antagonists	KOR beta-arrestin-1	GPR35 antagonists	KOR beta-arrestin-2	GPR55 activation	NOD1 inhibition	Dengue-2 NS5 capping	West Nile virus CPE	HIV fusion peptide	others
CC(C)=N/N=C1/NC(=O)C(CC(=O)Nc2cc(Cl)ccc2C)S1 (stereo unspecified)	5%	29%	.	-3.5%	-0.3%	-24%	-12%	-0.3%	-0.1%
COc1ccc2[nH]c(C(=O)NCCCN3CCCC3=O)c(C)c2c1	10%	-38%	14%	2.7%	-0.1%	14%	-6%	0.5%	3.5%
CCOC(=O)C1=C(O)/C(=C/c2ccc(-c3ccccc3C(=O)O)o2)SC1=Nc1ccc(OC)cc1	14%	21%	-8%	4.7%	-0.1%	-5%	-18%	0.0%	52%*

Further structures.
SMILES	GPR55 antagonists	KOR beta-arrestin-1	GPR35 antagonists	KOR beta-arrestin-2	GPR55 activation	NOD1 inhibition	Dengue-2 NS5 capping	West Nile virus CPE	HIV fusion peptide	others
CCOc1ccccc1NC(=O)C(=O)N/N=C/c1cc(Br)ccc1O	-11%	-59%	11%	6.3%	-0.3%	-11%	2%	-0.3%	-0.1%
CCn1ccnc1CN(C)Cc1nc(Cc2cccc(C(F)(F)F)c2)no1	0%	-24%	7%	-5.5%	-0.2%	17%	3%	-0.3%	-0.7%
O=C(C1=C[C@H](c2csc3ccccc23)C[C@H](OCc2ccc(CO)cc2)O1)N1CCOCC1	-2%	-23%	-8%	2.6%	1.0%	-13%	3%	-0.1%	2.8%
Cc1c(C(=O)CN2CCN(c3ccccc3)CC2)c2ccccc2n1C	3%	8%	2%	-8.5%	-0.1%	-14%	-3%	-0.6%	1.1%
Cc1ccc(-n2c(Cc3cccn3C)nnc2SCC(N)=O)cc1	14%	6%	0%	-0.2%	-0.1%	-20%	-4%	1.1%	-2.5%
CS(=O)(=O)N(CC(=O)NCC1CCCO1)c1cc(Cl)ccc1Cl (stereo unspecified)	4%	29%	-27%	-4.8%	-0.2%	2%	1%	0.2%	2.7%
CCOc1[nH]n(-c2ccc(Cl)cc2)c(=O)c1C=Nc1ccc(Cl)cc1	12%	-3%	4%	0.5%	0.5%	-8%	-7%	-0.4%	4.1%
COc1ccc(-c2csc3nc(C)n(-n4cccc4)c(=O)c23)cc1	-10%	-20%	-15%	5.6%	0.3%	-10%	8%	0.1%	-0.6%
Cc1ccc(S(=O)(=O)N2CCN(C(=O)N3CCCC3)CC2)cc1	-2%	2%	-13%	-0.7%	1.0%	2%	6%	-0.5%	1.6%
COc1ccccc1NCc1nnc(-c2ccccc2)o1	2%	-48%[20 µM]	-1%	1.4%	-0.3%	-16%	1%	0.2%	-0.1%
Clc1ccc(SCCn2cncn2)cc1	0%	32%	23%	3.1%	-0.1%	-18%	2%	0.7%	-0.5%
CCOC(=O)N1CCC(Nc2c(-c3ccc(C)c(C)c3)c(=O)c2=O)CC1	9%	15%	-4%	-2.4%	0.0%	-15%	-8%	-0.5%	2.1%
CCN(CC)C(=O)C(=O)Nc1ccc(OC)c(Cl)c1	2%	8%	-2%	-3.6%	0.1%	-43%	-1%	-0.4%	-0.7%
COc1ccc(C(=O)N2CCN(S(=O)(=O)c3ccc(C)cc3C)CC2)cc1OC	-8%	7%	-2%	-3.3%	-0.1%	-12%	-3%	0.0%	-0.9%
COC(=O)COc1cc(OCC(=O)OC)c2c(-c3ccccc3)cc(=O)oc2c1	-22%	-3%	-3%	-0.8%	-0.1%	-26%	-1%	-0.5%	4.8%
O=C1CC(c2ccc(F)cc2)Sc2nc(-c3ccccc3)c(-c3ccccc3)n21 (stereo unspecified)	2%	18%	-1%	0.6%	-0.2%	-6%	-2%	-0.3%	0.8%
CCOc1ccc(C(=O)NC(=S)Nc2cccnc2)cc1	5%	37%	6%	3.9%	-0.3%	-12%	-5%	1.0%	1.9%
Cc1ccc(C(=O)NCC(=O)OC(C)C(=O)Nc2ccc(N3CCOCC3)cc2)s1 (stereo unspecified)	-2%	-1%	16%	0.2%	-0.2%	-3%	-8%	0.5%	-3.3%
O=C(Nc1ccccc1C(=O)Nc1ccccc1)c1ccco1	7%	0%	0%	-4.1%	-0.1%	-10%	-1%	0.0%	-0.5%
C/C(=N\NC(=O)CC1N=C(Cc2ccccc2)NNC1=O)c1ccc(Cl)cc1Cl (stereo unspecified)	7%	15%	12%	-3.2%	0.3%	25%	-1%	0.0%	0.7%
Cc1ccnc(SCC(=O)c2ccc([N+](=O)[O-])cc2)n1	3%	18%	9%	-1.0%	-0.1%	-7%	5%	-1.1%	3.4%
CCCn1nc2cc(C(=O)NCCc3cccs3)ccc2c1OCC	-2%	30%	2%	-1.7%	-0.3%	-31%	-2%	-0.5%	0.6%
Fc1ccc(CNCc2ccccc2C(F)(F)F)cc1	-6%	-9%	10%	1.2%	0.0%	-14%	1%	-0.6%	0.4%
Cc1ncoc1C(=O)Nc1cccc(Cl)c1C	0%	-2%	-2%	-0.7%	-0.2%	-22%	-7%	0.2%	2.5%
CC(C)(C)CC(=O)Nc1ccc(C(N)=O)cc1	-4%	1%	-13%	-3.0%	-0.5%	-30%	1%	-0.1%	0.0%	Dengue-2 NS5 capping pilot replicate=-6.7
COC(=O)c1cccn(CC(=O)c2ccc(Cl)cc2)c1=O	7%	-6%[20 µM]	-11%	-10%	-0.1%	-21%	-4%	-0.4%	-0.7%
CN(C)N=Nc1ccc(S(=O)(=O)NC(Cc2ccccc2)C(=O)O)cc1 (stereo unspecified)	-4%	-4%[20 µM]	-1%	.	-0.1%	0%	0%	0.2%	-1.9%
